D2 antag: antagonists of human D2 dopamine receptor; inhibition, % at 10 µM; HEK293 TREx D2 cells, calcium flux, dopamine EC80; AID 485344; 2% of 340,000 active; P14416; in the data active = inhibition above about 30%; note: 0% is about no effect
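Dopamine at EC80 is the agonist stimulus; test compounds precede it by 180 s. Calcium flux read kinetically in a force-coupled, inducible HEK293 T-REx D2 cell line.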
PI4K2A inh: inhibitors of human PI4K2A. Q9BTU6. purified PI4K2A, ADP-Glo luminescence, 1 h; hits give low values. activity change, negative = inhibition, % at 76.9 µM. 0.13% of 420,000 active; in the data active = activity change below about -50%; inconclusive = mostly about -30% to -49%;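 note: -100% = wells without enzyme as full effect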
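In this quantitative HTS, ADP production by PI4K2A was quantified luminescently after 1 h at ambient temperature; 100 microM adenosine served as plate-quality control.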
TRHR PAM: allosterically enhances the human TRH receptor. AID 493056. TRHR cells, fluo-8 calcium fluorescence, EC20 TRH enhancement. 0.66% of 360,000 active. enhancement, % at 2 µM. P34981; in the data active = enhancement above about 30%; note: 0% is about no effect
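TRHR-expressing cells loaded with fluo-8 calcium dye were read kinetically (ex 480/em 530) during compound addition, then stimulated with an EC20 of TRH (10 nM final). Enhancement of the Gq-mediated intracellular calcium response was scored.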
TRHR agonist: activates the human TRH receptor; 0.18% of 360,000 active; AID 493084; activation, % at 2 µM; TRHR cells, calcium flux fluo-8, FDSS agonist mode; in the data active = activation above about 30%; note: 0% is about no effect
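Steps: seed TRHR cells overnight; add fluo-8 no-wash Ca dye, RT 30 min–1.5 h; record 10 s baseline; pin-transfer compounds; monitor fluorescence 1 cycle/s for the agonist window. Calcium increases flag candidate agonists.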
D2 ag: D2 dopamine receptor (human) agonism. activation, % at 2 µM. 0.53% of 340,000 active. HEK293 T-REx D2 cells, calcium flux agonist mode. AID 485358;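 active = activation over 3 SD above normal in the single-dose calcium agonist read, cut at about 30% in these data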; note: 0% is about no effect
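Agonism is scored from calcium flux in a force-coupled, inducible HEK293 cell line expressing D2, read kinetically for 180 s after compound addition against dopamine controls.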
USP1 inh: inhibitors of human USP1/UAF1 deubiquitinase. recombinant USP1/UAF1, Ub-Rhodamine cleavage fluorescence. Potency, µM (titrated, usually from 57.1 µM), for the others: at the top dose activity change, negative = inhibition, hits mostly inhibitors. 0.23% of 390,000 active; note: potency is the fitted concentration of half-maximal effect; % is set by controls: 0 for no effect and ±100 for the full control effect; nearly all actives have a fitted effect of over 60% in size; inactives centre near -12
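USP1/UAF1 complex at 1 nM was preincubated with compound for 15 min at room temperature, then Ub-Rho substrate (150nM final) was added. Fluorescence (480/540 nm) was read kinetically, 6 reads every 60 seconds.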
mIDH1 inhibitor: blocks human mutant IDH1 R132H enzyme; O75874; IDH1-R132H enzyme, NADPH consumption, diaphorase/resazurin fluorescence; Potency, µM (top dose mostly 76.6 µM), for inactives: at the highest dose activity change, negative = inhibition, usual class: inhibitors; 0.093% of 390,000 active; AID 602179; note: potency is the fitted concentration of half-maximal effect; % is set by controls: 0 for no effect and ±100 for the full control effect; nearly all actives have a fitted effect of over 65% in size
Target sequence (O75874 whole entry R132H, stated change not applied): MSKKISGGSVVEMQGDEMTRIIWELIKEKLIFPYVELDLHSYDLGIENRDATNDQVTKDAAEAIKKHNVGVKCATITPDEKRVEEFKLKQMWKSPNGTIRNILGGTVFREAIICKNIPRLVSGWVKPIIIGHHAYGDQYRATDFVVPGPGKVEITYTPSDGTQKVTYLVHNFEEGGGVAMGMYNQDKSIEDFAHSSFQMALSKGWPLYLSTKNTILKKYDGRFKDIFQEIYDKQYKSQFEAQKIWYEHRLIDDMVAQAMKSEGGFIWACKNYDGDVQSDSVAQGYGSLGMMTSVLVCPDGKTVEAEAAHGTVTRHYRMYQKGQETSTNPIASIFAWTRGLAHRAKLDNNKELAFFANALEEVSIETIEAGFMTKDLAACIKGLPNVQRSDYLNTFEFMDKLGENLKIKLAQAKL
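IDH1-R132H (0.5 ug/mL) preincubated 30 min with compound, then NADPH (0.016 mM) and alpha-KG (2 mM) added; 80 min at RT, pH 7.5. Remaining NADPH coupled via diaphorase/resazurin to fluorescence (540/590 nm); concentration-response curves normalized to no-enzyme control.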
TrxR1 substrate: substrates of rat thioredoxin reductase 1; 0.01% of 390,000 active; purified TrxR1 substrate turnover, NADPH consumption readout; Potency, µM (series often up to 114 µM), inactives show top-dose activity change, negative = substrate turnover; AID 588456; note: potency is the fitted concentration of half-maximal effect; % is set by controls: 0 for no effect and ±100 for the full control effect; nearly all actives have a fitted effect of over 50% in size
Target sequence (O89049 whole entry, looked up): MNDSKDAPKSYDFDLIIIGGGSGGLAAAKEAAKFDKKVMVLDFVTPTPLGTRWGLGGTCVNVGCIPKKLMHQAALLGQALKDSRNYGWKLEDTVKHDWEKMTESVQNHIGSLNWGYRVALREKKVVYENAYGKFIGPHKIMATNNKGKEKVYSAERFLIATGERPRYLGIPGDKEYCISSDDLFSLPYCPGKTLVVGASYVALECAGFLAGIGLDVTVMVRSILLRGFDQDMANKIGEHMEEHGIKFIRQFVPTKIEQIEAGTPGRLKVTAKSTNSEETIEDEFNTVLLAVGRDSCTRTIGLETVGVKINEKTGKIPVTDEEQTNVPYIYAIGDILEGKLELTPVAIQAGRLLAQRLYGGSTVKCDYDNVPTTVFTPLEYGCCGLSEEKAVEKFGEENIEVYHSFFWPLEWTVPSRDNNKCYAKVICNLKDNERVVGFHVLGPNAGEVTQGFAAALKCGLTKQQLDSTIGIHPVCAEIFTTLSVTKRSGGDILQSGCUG
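Rat TrxR1, dispensed at 90 nM, was prereduced with 400 uM NADPH (final) for 5 min at ~22 deg C, then incubated with compound 15 min before 400 uM selenite. A first-read NADPH fluorescence drop versus no-compound background flagged substrates.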
rTrxR1 inhibitor: inhibitors of rat thioredoxin reductase 1. O89049. recombinant rTrxR1, NADPH fluorescence consumption, selenite substrate. Potency, µM (titrated, usually from 114 µM), for inactives: top-dose activity change, negative = inhibition, most hits filed as inhibitors. 1% of 390,000 active. AID 588453; note: potency is the fitted concentration of half-maximal effect; % is set by controls: 0 for no effect and ±100 for the full control effect; nearly all actives have a fitted effect of over 65% in size
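Rat TrxR1 (90 nM in the dispensed reagent) was pre-reduced with 400 uM NADPH for 5 min at room temperature, then incubated with compound for 15 min. After 400 uM selenite was added, NADPH fluorescence (Ex 340/Em 450 nm) was followed for 8 min.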
The depositor's hits bear a star; ? = inconclusive; / = no result given; & = joins results of further samples; [ ] = remark or other dose. Unless noted, calls come from the whole dose curve; as a rule, active = well fitted inhibition curve with a large enough effect; inconclusive = small, poorly fitted or top-dose-only effect; inactive = no such curve, though single readings can be large or run the other way.

SMILES	USP1 inh	TrxR1 substrate	D2 antag	D2 ag	PI4K2A inh	TRHR agonist	TRHR PAM	rTrxR1 inhibitor	mIDH1 inhibitor
Cn1c(COc2ccccc2)nnc1SCCC(=O)Nc1ccccc1	6%	8%[57.1 µM]	-6	-0.1	-3	-0.6	-3	8%	1%
CCn1nc(C)cc1C(=O)N1CCCC(C(=O)c2cccc(OC)c2)C1 (stereo unspecified)	-14%	-5%	22	-0.4	-2	-1.1	-2	3%	4%
Cc1ccc(N(C)C(=O)N2CCN(S(=O)(=O)c3ccc(C)cc3)CC2)cc1	-5%	-4%	-10	-1.2	3	-0.2	-2	4%	3%
CCOc1ccccc1NC(=O)CSc1n[nH]c(N)n1	-21%	4%	4	1.5	9	0.2	-2	15%	8%
O=C(NCc1ccccc1)C1(CC2CC(c3ccccc3)=NO2)CCNCC1 (stereo unspecified)	-12%	4%	2	0.8	1	-0.4	-7	22µM*	-12%
COc1cc2c(cc1OC)C(c1ccc(C)o1)CC(=O)N2 (stereo unspecified)	-8%	12%[57.1 µM]	14	-0.3	-3	0.2	-6	-40%	-3%
CCc1ccc(NC(=O)Cn2c(=O)n(CCC(=O)N3CCc4ccccc4C3)c(=O)c3ccccc32)cc1	-8%	-1%	/	-0.3	1	1.0	5	14%	-8%
CCN1CCN(Cc2ccc(NC(=O)c3ccc(C)c(NC(=O)c4cccc(-c5cn[nH]c(=O)c5)c4)c3)cc2C(F)(F)F)CC1	-33%	5%[57.1 µM]	-13	-0.1	-2	-0.2	0	8%[57.1 µM]	2%

Going on with the list.
SMILES	USP1 inh	TrxR1 substrate	D2 antag	D2 ag	PI4K2A inh	TRHR agonist	TRHR PAM	rTrxR1 inhibitor	mIDH1 inhibitor
CCOC(=O)CCNC(=O)N1CCCC(C(=O)c2cccc(OC(C)C)c2)C1 (stereo unspecified)	-11%	7%[57.1 µM]	-7	0.3	-3	0.2	-3	3%[57.1 µM]	3%
Cc1ccc(C(c2c(O)nc3n(c2=O)CCS3)c2c(O)nc3n(c2=O)CCS3)cc1	-2%	13%[57.1 µM]	-19	-0.6	-52*	-0.3	-2	2.8µM*	0%
Cc1ccccc1OCCn1nc(C(=O)O)c2ccccc2c1=O	-12%	23%	3	-0.7	1	-0.4	-13	22%	2%
COc1cc(C(=O)N/N=C/c2sc(N3CCOCC3)nc2-c2ccccc2)cc(OC)c1OC	-13%	-4%[57.1 µM]	7	-0.4	-5	1.9	-2	22%[57.1 µM]	2%
Cc1c(C(=O)Nc2nc(-c3ccccn3)cs2)oc2ccccc12	-11%	1%	9	0.0	-10	0.0	-3	-16%	-18%
CC(=O)c1ccc(NC(=O)CSc2nnc(NC(=O)c3ccco3)s2)cc1	-20%	3%	-16	0.1	-7	-0.4	0	2%	0%
O=S(=O)(c1ccc(-c2n[nH]c(=S)o2)cc1)N1CCCC1	-12%	-6%	-6	0.5	1	0.5	-1	-7%	?
COc1ccc(SC[C@H](Cc2ccccc2)N2CC[C@@H](C)CCC2=O)cc1	?	-3%&5%	-8	-1.0	-1	-0.2	-8	10%&22%	2%

Remaining list, next part:
SMILES	USP1 inh	TrxR1 substrate	D2 antag	D2 ag	PI4K2A inh	TRHR agonist	TRHR PAM	rTrxR1 inhibitor	mIDH1 inhibitor
CCN(CC(=O)Nc1ccc(OC)cc1)C(=O)CSCC(=O)Nc1ccc(C)cc1	0%	-2%	-8	0.3	7	-1.1	9	0%	2%
CCc1cc(Cn2nc(-c3ccccc3)cc2C(=O)NCCOC)on1	-2%	-3%[57.1 µM]	-5	0.3	6	0.2	1	11%[57.1 µM]	6%
COc1ccc(N2CCN(c3nc4c(C)cccn4c(=O)c3C=C(C#N)C#N)CC2)cc1	-21%	-3%	5	0.9	-16	-0.5	7	-7%	-4%
O=C(Nc1cnc2ccccc2c1)c1ccncc1	-26%	10%	-1	-0.6	-21	-1.3	-3	24%	12%
O=C(CCc1ccccc1)n1nc(-c2ccco2)nc1SCc1ccccc1	-1%	3%[57.1 µM]	-12	0.3	3	-0.1	-3	?	-2%
Cc1cc(NC(=O)CSc2nncn2-c2ccccc2)no1	4%	1%[57.1 µM]	7	-0.1	0	1.4	2	11%[57.1 µM]	3%
COc1cccc(C2CC(c3cccs3)=NN2S(C)(=O)=O)c1OC (stereo unspecified)	-6%	6%[57.1 µM]	-10	0.4	3	-0.2	2	19%[57.1 µM]	-2%
CCN(CC(=O)Nc1ccc2c(c1)OCCO2)C(=O)C1CC(=O)N(c2ccc(OC)cc2OC)C1 (stereo unspecified)	-6%	-5%	7	0.1	1	0.3	-1	3%	6%

(continued)
SMILES	USP1 inh	TrxR1 substrate	D2 antag	D2 ag	PI4K2A inh	TRHR agonist	TRHR PAM	rTrxR1 inhibitor	mIDH1 inhibitor
COc1ccc(-c2c(-c3ccsc3)oc3ccc(N4CCOCC4)cc23)cn1	-31%	52%[activator][57.1 µM]	/	/	-3	/	/	52%[activator][57.1 µM]	3%
O=C(c1ccco1)N1CCN(C2CC(=O)N(c3ccc(C(F)(F)F)cc3)C2=O)CC1 (stereo unspecified)	-2%	-2%	2	0.3	-1	0.0	3	?	11%
COc1ccc(/C=C2\SC(=S)N(C(Cc3ccccc3)C(=O)O)C2=O)cc1 (stereo unspecified)	-10%	-2%[57.1 µM]	12	2.4	-5	-0.3	2	7%[57.1 µM]	-9%
CCOC(=O)C1CCCN(C(=O)C(=O)c2cn(CC(=O)N3CCOCC3)c3ccccc23)C1 (stereo unspecified)	-11%	-3%	-2	0.6	-4	0.1	5	0%	1%
O=C(CNc1ccc2ccccc2c1)N/N=C/c1ccc(C(=O)O)cc1	-12%	-1%	3	1.0	-3	0.2	1	8%	5%
CCOC(=O)C1=C(CSc2nccn2C)NC(=O)NC1c1cc(C)ccc1C (stereo unspecified)	-2%	-9%	10	0.4	4	-0.3	-3	-5%	5%
Nc1ccccc1-c1ccc(Cl)cc1	-6%	-7%	/	/	-2	/	/	-8%	6%
CCOC(=O)C1CCN(S(=O)(=O)c2cccc(-c3csc(C)n3)c2)CC1	-11%	-7%	13	-0.1	-5	-0.5	-3	-2%	-5%

Continued:
SMILES	USP1 inh	TrxR1 substrate	D2 antag	D2 ag	PI4K2A inh	TRHR agonist	TRHR PAM	rTrxR1 inhibitor	mIDH1 inhibitor
NC(=O)CSc1nc2ccccc2n1Cc1ccccc1	-19%	10%	-8	0.8	-2	0.8	2	37%[activator]	-4%
CCCN1CCN(CCCNC(=O)CCCn2nc(C)c3sc4ccccc4c3c2=O)CC1	-25%	0%	-9	-1.1	0	-0.3	0	0%	-7%
COc1cccc(NC(=O)CN(C)C(=O)CN2C(=O)NC(C)(c3ccc(C)cc3)C2=O)c1 (stereo unspecified)	-21%	3%	17	0.1	-7	0.7	-4	18%	-2%
COc1ccccc1C(=O)NCC(=O)OCC(=O)c1ccc2c(c1)-c1ccccc1C2	-5%	1%	-7	0.4	1	0.0	2	13%	-2%
Cc1cccc(-c2ccc(NC(=O)C3CCN(CC4CC4)CC3)cc2)c1	-13%	5%	1	4.0	3	0.1	-1	25%	0%
Cc1cc(N2CCCC2=O)cc(C)c1S(=O)(=O)NCCOc1ccccc1	-6%	10%	-5	0.8	-2	0.0	4	22%	1%
O=C(NCCc1nc2ccccc2[nH]1)c1ccc(Br)o1	-17%	4%	1	-0.2	-1	0.0	7	18%	-3%
Cc1cc(C)c(S(=O)(=O)NCC(=O)NCc2ccco2)c(C)c1	-10%	9%[57.1 µM]	/	/	4	-0.3	2	4%[57.1 µM]	0%

Molecules shown so far with a thiophene ring, fused or not, in the order listed:
SMILES	USP1 inh	TrxR1 substrate	D2 antag	D2 ag	PI4K2A inh	TRHR agonist	TRHR PAM	rTrxR1 inhibitor	mIDH1 inhibitor
COc1cccc(C2CC(c3cccs3)=NN2S(C)(=O)=O)c1OC (stereo unspecified)	-6%	6%[57.1 µM]	-10	0.4	3	-0.2	2	19%[57.1 µM]	-2%
COc1ccc(-c2c(-c3ccsc3)oc3ccc(N4CCOCC4)cc23)cn1	-31%	52%[activator][57.1 µM]	/	/	-3	/	/	52%[activator][57.1 µM]	3%
CCCN1CCN(CCCNC(=O)CCCn2nc(C)c3sc4ccccc4c3c2=O)CC1	-25%	0%	-9	-1.1	0	-0.3	0	0%	-7%

Further results:
SMILES	USP1 inh	TrxR1 substrate	D2 antag	D2 ag	PI4K2A inh	TRHR agonist	TRHR PAM	rTrxR1 inhibitor	mIDH1 inhibitor
COc1cc2nc(CN(C)Cc3ccc(F)cc3)[nH]c(=O)c2cc1OC	-13%	5%	9	0.1	2	-0.5	11	30%	6%
Cc1onc(-c2c(Cl)cccc2Cl)c1C(=O)NCCN1CCOCC1	-3%	1%	0	1.7	3	0.7	12	-18%	3%
O=C(Cn1c(=O)n2nc(-c3ccccc3)nc2c2ccccc21)Nc1ccccc1C(F)(F)F	-3%	7%	/	1.1	-5	0.2	-2	38%	0%
Cc1c(/C(O)=C2\C(=O)C(=O)N(CCCN(C)C)C2c2ccco2)cnn1-c1ccccc1 (stereo unspecified)	-22%	3%	/	/	-2	/	/	0%	0%
COc1cc(/C=N/NC(=O)c2ccncc2)ccc1OC(C)=O	-21%	-9%	10	-1.1	2	0.0	0	4%	8%
CC12CC3CC(C1)CC(C(=O)NNC(=O)c1ccncc1)(C3)C2	-10%	-3%	/	/	1	/	/	1%	-5%
CN(C)C(=O)c1ccc(NC(=O)COC(=O)CCN=C2NS(=O)(=O)c3ccccc32)cc1	-7%	4%	/	/	-1	/	/	12%	5%
C(=N\N(c1ccccc1)c1ccccc1)/c1ccc(N2CCOCC2)s1	-24%	1%	-10	-0.6	-3	-0.8	0	-2%	-1%

(list continues)
SMILES	USP1 inh	TrxR1 substrate	D2 antag	D2 ag	PI4K2A inh	TRHR agonist	TRHR PAM	rTrxR1 inhibitor	mIDH1 inhibitor
C=CCN(C(=O)CCC(=O)Nc1cc(C)on1)C(C(=O)NC1CCCC1)c1ccc(C)cc1 (stereo unspecified)	-4%	-4%	5	1.4	-4	-1.1	-3	2%	0%
O=C1C(=NO)CCc2ccccc21	?	-7%	/	/	-12	/	/	-22%	15%
O=C(Nc1ccc(Br)cc1)C1C2C=CC3(O2)C1C(=O)N(CCN1CCCCC1)C3C(=O)NC1CCCCC1 (stereo unspecified)	?	5%	-8	-0.4	-3	0.2	2	13%	-3%
O=C(COc1ccc(S(=O)(=O)N2CCCC2)cc1)N1CCCCC1	-14%	5%	2	0.4	0	1.4	-3	14%	0%

Screens as filed in PubChem.
